From PubChem
PV pol inh: poliovirus RNA polymerase inhibition; % elongation, % (compound at 16.7 µg/mL); poliovirus polymerase elongation, fluorescence polarization; hits give low values; actives 0.66% (n = 150,000); P03300; in the data active means % elongation below about 90%; further: some results filed as inactive read as strong as hits
Target sequence (P03300 1749-2209 limits assumed): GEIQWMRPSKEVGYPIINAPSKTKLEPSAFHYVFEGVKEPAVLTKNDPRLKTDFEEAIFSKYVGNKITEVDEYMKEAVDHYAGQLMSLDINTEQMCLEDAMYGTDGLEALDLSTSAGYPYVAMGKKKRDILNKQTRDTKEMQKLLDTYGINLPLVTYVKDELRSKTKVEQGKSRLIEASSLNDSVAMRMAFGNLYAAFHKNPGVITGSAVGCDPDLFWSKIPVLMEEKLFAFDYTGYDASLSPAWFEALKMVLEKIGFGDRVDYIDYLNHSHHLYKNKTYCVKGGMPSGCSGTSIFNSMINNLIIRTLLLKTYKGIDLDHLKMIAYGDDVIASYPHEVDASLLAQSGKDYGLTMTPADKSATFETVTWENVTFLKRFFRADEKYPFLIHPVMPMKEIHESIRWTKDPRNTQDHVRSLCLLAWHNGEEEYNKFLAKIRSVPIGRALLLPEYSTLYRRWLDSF
PV pol inh FP z-score: recorded beside PV pol inh, whose call it bears; z-score; measured here: FP z-score; hits read low
* marks the source's active call; other numbers are inactive results; & = joins results of further samples.

Results follow in this order: PV pol inh	PV pol inh FP z-score
> CCOC(=O)c1[nH]c(C)c(C(=O)OCCOc2cccc(C)c2)c1C
 : 105	0.2
> Cc1ccc2c(c1)c1cccc3c1n2CCN3CCC(N)=O
 : 101	-0.3
> C1CCC[C@H]2CCCN3CC[C@H](CCCCCC[C@@H]4CCCN5CC[C@H](CC1)O[C@H]45)O[C@H]23
 : 104&101	0.8&0.2
> Cc1noc(C)c1COc1cccc(C(=O)N2CCc3ccccc32)c1
 : 106	0.5
> O=C(Nc1nnc(S(=O)(=O)N2CCN(c3ccc(F)cc3)CC2)s1)c1ccc(Cl)cc1
 : 106	-0.5
> CN1C(C(=O)NC(C)(C)C)=CC(c2ccc3c(c2)OCO3)=NS1(=O)=O
 : 118	0.7
> O=C(Cn1c(CCCO)nc2ccccc21)N1CCc2ccccc21
 : 99	-0.3
> Cc1ccccc1-c1nccc2ccccc12
 : 102	0.1
> CCOc1ccccc1NC(=O)c1cccn(Cc2ccccc2C)c1=O
 : 103	-1.1
> Nc1ccc(-c2nc3ccccc3s2)cc1
 : 113	0.9
> Cn1[nH]c(=O)c2cc(Cl)c(Cl)cc2c1=O
 : 101	-0.4
> Cn1c(=O)cc(OCCCC(=O)Nc2ccc(F)cc2)c2ccccc21
 : 101	-1.4
> C=C(C)C1CC=C(CN(C)C2CCN(C)CC2)CC1 (stereo unspecified)
 : 103	1.5
> CCc1nc(C)c(-c2ccccc2)c(=O)[nH]1
 : 101	-0.4
> CCOC(=O)NC1(Nc2ccccc2Cl)Oc2ccccc2O1
 : 99	-0.6
> NC(=O)Cn1c(=O)n(CCc2nc(-c3ccccc3)no2)c(=O)c2ccccc21
 : 103	0.1
> CN(C(=O)COC(=O)c1cccnc1Nc1cccc(C(F)(F)F)c1)C1CCS(=O)(=O)C1 (stereo unspecified)
 : 103	-0.1
> CC1(O)c2ccccc2C(=O)N1CCc1cccc2ccccc12 (stereo unspecified)
 : 108	0.5
> CCC1OC(c2cccc(OC)c2)=Nc2ccccc21 (stereo unspecified)
 : 99	-0.8
> O=C(CC1(C(=O)O)CCCC1)N1CCOCC1
 : 105	0.4
> Oc1ccccc1C=Nc1ccccc1Cl
 : 107	0.4
> COCCCNC(=O)c1cc2cc(S(=O)(=O)N3CCCCC3)ccc2n1C
 : 105	-0.8
> O=C(C(F)F)N1CCN(c2ccccc2)CC1
 : 101	0
> Cc1nn(-c2ccccc2Cl)c2sc(C(=O)N3CCCC3)cc12
 : 102	0.2
> CC1CCC(NC(=O)c2oc(=O)c3ccccc3c2-c2ccccc2)CC1 (stereo unspecified)
 : 103	0.3
> NC(=S)N/N=C/c1c[nH]c2ccccc12
 : 99	-0.2
> CC(C)NC(=O)CSc1ccccc1C(=O)Nc1ccc(-n2cnnn2)cc1
 : 103	0.1
> COc1ccccc1C(=O)Nc1ccc(C(=O)OCc2cc(=O)n3ccsc3n2)cc1
 : 103	-0.7
> O=C(CN1CCN(c2ccccn2)CC1)N1CCc2ccccc2C1
 : 103	-0.1
> CC(C)(O)/C(=C/C#N)n1cccn1
 : 104	0.1

Exported with each value named: 3 of the compounds above.
mol: O=C(C(F)F)N1CCN(c2ccccc2)CC1
  PV pol inh = 101	PV pol inh FP z-score = 0
mol: Cc1nn(-c2ccccc2Cl)c2sc(C(=O)N3CCCC3)cc12
  PV pol inh = 102	PV pol inh FP z-score = 0.2
mol: CC1CCC(NC(=O)c2oc(=O)c3ccccc3c2-c2ccccc2)CC1 (stereo unspecified)
  PV pol inh = 103	PV pol inh FP z-score = 0.3

Grouped by structure: those above with fluorine
Results follow in this order: PV pol inh	PV pol inh FP z-score
> O=C(Nc1nnc(S(=O)(=O)N2CCN(c3ccc(F)cc3)CC2)s1)c1ccc(Cl)cc1
 : 106	-0.5
> Cn1c(=O)cc(OCCCC(=O)Nc2ccc(F)cc2)c2ccccc21
 : 101	-1.4
> CN(C(=O)COC(=O)c1cccnc1Nc1cccc(C(F)(F)F)c1)C1CCS(=O)(=O)C1 (stereo unspecified)
 : 103	-0.1
> O=C(C(F)F)N1CCN(c2ccccc2)CC1
 : 101	0

Next section
Results follow in this order: PV pol inh	PV pol inh FP z-score
> Clc1cccc2c(N3CCN(Cc4ccccc4)CC3)cnnc12
 : 101	-0.3
> Cc1nc(-c2ccc(S(=O)(=O)N(Cc3ccccc3)C(C)C)cc2)co1
 : 112	1
> Cn1cc(C(=O)Nc2ccc(C#N)cc2)c2ccccc2c1=O
 : 103	-0.2
> CCn1c(CN2CCCCC2)nc2cc(NC(=O)COc3ccc(C(C)(C)C)cc3)ccc21
 : 107	0.4
> Cc1ccc(O)c(NC(=O)c2nc3nc(C)cc(C(F)F)n3n2)c1
 : 108	0.8
> CCOC(=O)c1cc(-c2ccccc2)n(CCC(=O)NCc2ccccc2Cl)c1C
 : 102	-0.2
> CN(C)c1ccc(NCc2cccc(Br)c2)cc1
 : 102	0.1
> O=C(CSc1ncnc2c1oc1ccccc12)c1cc2c3c(c1)CC(=O)N3CCC2
 : 116	2.3
> COC(=O)c1cc2oc3ccccc3c2n1CC(=O)N1CCCc2ccccc21
 : 103	0.2
> CCOc1ccc(N(C)S(=O)(=O)c2cc(-c3cnc(C)o3)ccc2OC)cc1
 : 104	-0.5
> Cc1cc(OCCn2cc(C(=O)c3cccs3)c3ccccc32)ccc1Cl
 : 104	0.1
> CC1SC(/N=C/c2ccc(F)cc2)=NNC1=O (stereo unspecified)
 : 105	0.1
> O=C(CSc1n[nH]c(=O)[nH]c1=O)Nc1ccc(Br)cc1Br
 : 100	0
> O=C(CSc1nc2c(c(=O)n1-c1ccc(F)cc1)SCC2)Nc1ccc(F)cc1
 : 101	0.2
> Cc1c(C(=O)NCc2ccccc2Cl)sc2nc3n(c(=O)c12)CCC3
 : 106	-0.1
> COc1ccc(-c2n[nH]c(C)c2Oc2ccccc2)c(O)c1
 : 106	0.2
> Cc1ccc(Nc2nc(C)cc(C)n2)c(Br)c1
 : 98	-0.4
> Cc1ccc(S(=O)(=O)Nc2c(C)nc3nc(C)[nH]n3c2=O)c(C)c1
 : 99	-1.6
> Cc1ccc(-c2noc(-c3cccnc3NCc3ccc(Cl)cc3)n2)cc1
 : 111	0.7
> CC1CCN(c2nc3ccc(C(=O)N4CCN(c5ccccc5)CC4)cc3s2)CC1
 : 109	0.7
> Cc1ccc(-n2c3c(cc(C(=O)NCc4ccco4)c2=O)C(=O)CCC3)cc1
 : 103	0.6
> CCc1nc2nc(C)cc(Nc3ccc(OC)cc3OC)n2n1
 : 102	-0.8
> Cc1cccc(CNC(=O)c2ccc3c(c2)c(C)c(C)n3Cc2ccccc2)c1
 : 109	0.6
> Cc1ccc(NC(=O)COC(=O)c2ccc3c(=O)[nH]c(CN4CCOCC4)nc3c2)cc1C
 : 101	-0.1
> CCOC(=O)c1ccc(N=C=S)cc1
 : 95	-0.4
> COc1cccc(CNC(=O)C(Cc2ccccc2)NS(=O)(=O)c2ccc3c(c2)oc(=O)n3C)c1 (stereo unspecified)
 : 106	-0.4
> COC(=O)NCCOc1ccc(C)cc1
 : 103	-0.1
> Cc1cc(NC(=O)CSc2nnc(-c3ccco3)o2)no1
 : 99	-0.6
> CC12CCC3C(C1)C(C(=O)O2)C(=O)OC3(C)C (stereo unspecified)
 : 101	-0.3
> CCOc1ccc(CCNC(=O)Cn2c(-c3cccs3)cc3ccccc32)cc1OCC
 : 107	-0.5

Compound profiles, from the list above. Screens in order: PV pol inh	PV pol inh FP z-score
COc1ccc(-c2n[nH]c(C)c2Oc2ccccc2)c(O)c1 across the screens: 106	0.2
Cc1ccc(O)c(NC(=O)c2nc3nc(C)cc(C(F)F)n3n2)c1 across the screens: 108	0.8

Further entries follow.
Results follow in this order: PV pol inh	PV pol inh FP z-score
> CC(C)CN1C(=O)C(O)(c2nnc(-c3ccccc3)o2)c2ccccc21 (stereo unspecified)
 : 105	0.3
> Cc1cccc(C(=O)N2CCc3cc(CNC(=O)CCc4ccccc4)ccc32)c1
 : 106	-0.1
> O=C1Nc2ccccc2S/C1=C/c1ccc(C(=O)N2CCCCC2)cc1
 : 101	-0.2
> CC(=O)Nc1ccc(/C=c2\sc3nc4ccccc4n3c2=O)cc1
 : 103	0.2
> NC(c1ccccc1)c1ccccc1
 : 100	-0.1
> O=S(=O)(c1cccc(NC(=S)N2CCN(c3ccc(F)cc3)CC2)c1)C(F)F
 : 103	0.1
> O=C1N=C(N2CCCC2)S/C1=C/c1cccc(Cl)c1
 : 100	-0.1
> CC1(C)CC2CC(C)(CN2C(=O)COC(=O)c2ccc(O)cc2)C1 (stereo unspecified)
 : 100	-0.2
> Cc1ccc(S(=O)(=O)C2(C(=O)N(C)C3CCCCC3)CC2)cc1
 : 99	-0.8
> O=C(c1ccc(NC2=NC3CS(=O)(=O)CC3S2)cc1)N1CCCCC1 (stereo unspecified)
 : 103	0.4
> CCc1c(C)nc2cc(-c3cc(OC)cc(OC)c3)nn2c1NCCO
 : 101	-0.1
> CC(=O)N1CCc2cc(S(=O)(=O)NC(CC(C)C)C(=O)Nc3cc(C)cc(C)c3)ccc21 (stereo unspecified)
 : 107	0.5
> Nc1ncnc2c1nc(SCCO)n2Cc1ccccc1
 : 104	0.4
> O=C(NC(c1ccccc1)c1ccccc1)C1CCCO1 (stereo unspecified)
 : 103	0.4
> CCc1nc2ccccc2c(=O)n1-c1ccc(OC)cc1
 : 101	0.1
> O=C(NCc1ccc(Cl)cc1)C1=Cc2cc(Br)ccc2OC1
 : 102	-1.2
> COc1ccc(C(=O)OC(C)CN(C)C)cc1 (stereo unspecified)
 : 103	0.4
> CCCCc1nnc(NC(=O)CC)s1
 : 110	0.5
> Cc1cc(C(=O)COc2ccc(Br)cc2F)c(C)n1C1CC1
 : 102	-0.2
> Cc1nc(-c2cccc(F)c2)sc1CCNC(=O)c1c(F)cccc1Cl
 : 106	-0.2
> CSc1nn(Cc2cccc(Cl)c2)c(N(C(C)=O)C(C)=O)c1S(=O)(=O)c1ccccc1
 : 109	0.9
> CC(Nc1ccc2c(c1)OCO2)C(=O)Nc1ccccc1 (stereo unspecified)
 : 106	-0.5
> Cn1c(=O)c2c(nc(NCc3ccco3)n2C)n(C)c1=O
 : 102	0
> c1ccc(CN2c3ccccc3-c3nc4ccccc4n3C2c2ccco2)cc1 (stereo unspecified)
 : 105	0.5
> COc1ccc(CNS(=O)(=O)c2cccc3nsnc23)cc1
 : 103	1.1
> COc1ccc(C)cc1NC(=O)c1cccn(Cc2ccccc2Cl)c1=O
 : 104	-0.9
> Cc1cccc2sc(NC(=O)c3ccncc3)nc12
 : 105	0.3
> Cc1ccc(-n2ncc3c(NCCc4ccccc4)ncnc32)cc1C
 : 105	-0.4
> Cc1noc(Cn2c(=O)c3ccccc3n(CC(=O)Nc3ccc(F)cc3F)c2=O)n1
 : 111	0.6
> CCN(CC)c1nc(N2CCOCC2)nc(N2CCOCC2)n1
 : 102	0.9

Continuation:
SMILES,PV pol inh,PV pol inh FP z-score
Cc1noc(C)c1COC(=O)/C=C/c1ccc2c(c1)OCO2,101,0
COc1ccc(Cc2nnc(SCC(=O)C(C)(C)C)n2-c2ccc(F)cc2)cc1OC,106,0.2
CCOC(=O)C1=C(CN2CCOCC2)NC(=O)NC1c1cccs1 (stereo unspecified),102,-0.1
Cc1ccc(S(=O)(=O)NC(=O)N2CCC(Nc3nccc(C(F)(F)F)n3)CC2)cc1,106,0
Cc1occc1-c1nnc(SCC(=O)c2c[nH]c3ccccc23)n1-c1ccccc1,110,0.8
O=C(Cc1n[nH]c(=O)c2ccccc12)N/N=C/c1ccc(-c2ccc(Br)cc2)o1,105,0.6
CCN1CCCC1CNCC(=O)Nc1ccccc1C(=O)NCCc1ccc(OC)cc1 (stereo unspecified),97,-0.8
O=C(O)c1ccccc1Cc1nc2cc(C(F)(F)F)ccc2c(=O)[nH]1,101,0
O=C(c1ccccc1)c1ccc(N2CCCC2)cc1,99,-0.2
N#CCCNc1nncs1,104,0.5
CCOC(=O)C1=C(N)C(=O)N(CCCN2CCOCC2)C1,108,0.7
O=S(=O)(c1ccc2oc3ccc(S(=O)(=O)N4CCCCCC4)cc3c2c1)N1CCCCCC1,105,1.1
COC(=O)C1(C)NC(c2ccccc2C)C2C(=O)N(C)C(=O)C21 (stereo unspecified),106,1.4
Cn1c(-c2ccc3c(c2)OCO3)cnc1NCc1cc(Cl)ccc1O,99,-0.5
CN(C)/C=N/c1nnc(SCc2ccc(F)cc2)s1,104,0.9
CN(C(=O)CN1N=C(c2ccc(Cl)cc2)CCC1=O)c1ccccc1,100,-1
COc1cc(Cl)c(C)cc1NC(=O)COCc1cc(-c2ccco2)on1,103,0.7
COC(=O)C1=NNC2C(=O)N(c3cc(C)cc(C)c3)C(=O)C12 (stereo unspecified),102,0.2
COc1ccc(Cl)cc1NC(=O)Cc1coc2c(C)c(C)ccc12,114,-0.1
O=C(NCc1cccs1)c1nn(-c2ccccc2)nc1CO,107,0.1
CCOc1ccccc1NC(=S)NNc1nc2ccccc2o1,99,-0.2
O=C1C=Cc2ccc3c4c(ccc1c24)C=CC3=O,99,-0.5
N#C/C(=C/Nc1ccc2c(c1)OCCO2)C(=O)NCc1ccco1,106,0.7
O=C(CCn1c(=O)c2cccn2c2cccnc21)Nc1ccccc1C(F)(F)F,106,-0.3
CC(=O)Nc1ccc2nc(SCCOc3cc(C)cc(C)c3)sc2c1,104,-0.6
CCC(=O)Nc1cccc(-c2nnc3c4ccccc4c(C)nn23)c1,100,-0.2
c1cnc(SCCOc2ccc3c(c2)CCC3)nc1,100,-0.2
N#CC(C(=O)c1cc2ccccc2o1)c1nc2ccccc2s1 (stereo unspecified),101,0
O=C(c1ccco1)N1CCN(CCN2CCOCC2)CC1,104,0.3
CN(Cc1ccc(F)cc1)S(=O)(=O)c1nnc(NC(=O)c2ccccc2)s1,102,-0.7
O=C(CCN1CCOCC1)c1ccc(Br)cc1,99,-0.4

Only part of the results is shown; rates above refer to the full screens.
